# Bioassay records: PubChem, several laboratories
# Exocytosis inh: lytic granule exocytosis inhibition; inhibition, % at 10 µM; actives 0.66% (n = 360,000); TALL-104 LAMP-1 surface exposure, flow cytometry; cells stimulated with thapsigargin and PMA;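 active = inhibition above about 55%, limit read from the data; inconclusive = no clear call, values can overlap the other calls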
# iPSC survival up: enhancers of human iPSC single-cell survival. actives 0.044% (n = 360,000). survival enhancement, % at 20 µM. hiPSC single-cell survival, ATPlite luminescence; 100% = ROCK inhibitor wells, 0% = DMSO; in the data active = survival enhancement above about 18%;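 also: cells exposed to compounds for 16 hours before the ATP read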
# NR2E3 ag-1: NR2E3 (human) agonism; GST-NR2E3/biotin-RetCOR TR-FRET, 1536-well; inhibition of corepressor binding, % at 4.78 µM; AID 2300; actives 0.12% (n = 320,000);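 active = percent inhibition above the cutoff of mean plus 3 SD of all tested compounds, set per screening campaign, cut at about 20% in these data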;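 also: 0% = DMSO wells and 100% = biotin wells as full block of FRET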
# Target sequence (Q9Y5X4 whole entry, looked up): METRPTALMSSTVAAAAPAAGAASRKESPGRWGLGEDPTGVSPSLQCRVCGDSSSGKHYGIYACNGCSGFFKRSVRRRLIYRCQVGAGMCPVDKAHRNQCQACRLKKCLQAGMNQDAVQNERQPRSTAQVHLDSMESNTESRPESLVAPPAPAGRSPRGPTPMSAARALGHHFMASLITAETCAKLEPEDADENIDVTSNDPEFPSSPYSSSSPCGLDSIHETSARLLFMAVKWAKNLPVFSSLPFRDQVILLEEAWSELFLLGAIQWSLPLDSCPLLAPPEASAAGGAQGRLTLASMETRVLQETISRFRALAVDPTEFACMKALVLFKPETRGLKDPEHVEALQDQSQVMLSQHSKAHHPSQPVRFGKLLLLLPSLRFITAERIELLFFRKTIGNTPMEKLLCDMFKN
#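 system = GST-tagged NR2E3 plus biotinylated RetCOR corepressor | input = 1.35 nM GST-NR2E3 | also added = 7 nM biotin-RetCOR | schedule = 5 h incubation at 4 °C | measured by = TR-FRET with europium anti-GST and streptavidin-D2, 340 nm excitation | read-out = percent loss of FRET ratio relative to control wells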
# Peg3 promoter: reduces Peg3 promoter-driven luciferase expression in HeLa. inhibition, % at 20 µM. actives 1.7% (n = 360,000). HeLa PEG-Prom luciferase reporter, luminescence, overnight. AID 588405;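 active = inhibition of at least 50% at 20 µM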
# aDG glyco up: increases alpha dystroglycan glycosylation | Pro5-aDG cells, alpha-DG glycosylation AlphaScreen (IIH6); 0% Pro5, 100% B10-LARGE cell signal | activation, % at 10 µM | actives 0.22% (n = 360,000) | AID 624168;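 active = activation of at least 8% versus controls, or a plate z-score of at least 8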;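 also: Pro5 are CHO cells carrying HIG-tagged alpha-DG that lacks glycosylation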
# CaV13 FRET inh: Primary screen for inhibitors of IQ motif and Ca2+-dependent inactivation inhibitor domain binding in CACNA1D, Förster resonance energy transfer in living cells, … | inhibition, % at 12.3 µM | HEK cells, CFP/YFP FRET ICDI-IQ, plate reader, 10 min; percent FRET-ratio fall versus neutral wells | actives 0.098% (n = 340,000) | AID 743397;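 active = mean replicate inhibition of at least 30% and at least 1% of replicates passing that level; inconclusive = only one of the two criteria is met; inactive = neither criterion is met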;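 also: 0% = median of the neutral control wells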
# Vif imaging: blocks HIV Vif function; HEK293T cells, Vif self-association by quenched fluorescence, imaging, 24 h; inhibition, % at 7.49 µM; actives 0.35% (n = 340,000); in the data active = inhibition above about 50%, passing the limit was not always enough; inconclusive = no clear call, values can overlap the other calls; inactive = below about 31%; also: some results filed as inactive read as strong as hits
# HIF-2a inh: blocks HIF-2a reporter activity. 786-0 RCC cells HIF-2a reporter, luciferase luminescence, overnight. inhibition, % at 18.8 µM. actives 0.72% (n = 360,000);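 active = inhibition of the luminescence signal of 40% or more relative to plate controls, in a single-dose primary screen at 18.75 µM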
# PDI inh: PDI (human) enzyme inhibition; P07237; PDI insulin aggregation turbidity, A650, 90 min; inhibition, % at 10 µM; actives 0.052% (n = 350,000); AID 588391;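 active = mean inhibition across replicates of 30% or more, whatever share of single replicates reach that level; inconclusive = mean inhibition below 30% while every single replicate reaches 30%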;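 also: absorbance from insulin aggregation driven by PDI reduction with DTT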
# Target sequence (P07237 whole entry, looked up): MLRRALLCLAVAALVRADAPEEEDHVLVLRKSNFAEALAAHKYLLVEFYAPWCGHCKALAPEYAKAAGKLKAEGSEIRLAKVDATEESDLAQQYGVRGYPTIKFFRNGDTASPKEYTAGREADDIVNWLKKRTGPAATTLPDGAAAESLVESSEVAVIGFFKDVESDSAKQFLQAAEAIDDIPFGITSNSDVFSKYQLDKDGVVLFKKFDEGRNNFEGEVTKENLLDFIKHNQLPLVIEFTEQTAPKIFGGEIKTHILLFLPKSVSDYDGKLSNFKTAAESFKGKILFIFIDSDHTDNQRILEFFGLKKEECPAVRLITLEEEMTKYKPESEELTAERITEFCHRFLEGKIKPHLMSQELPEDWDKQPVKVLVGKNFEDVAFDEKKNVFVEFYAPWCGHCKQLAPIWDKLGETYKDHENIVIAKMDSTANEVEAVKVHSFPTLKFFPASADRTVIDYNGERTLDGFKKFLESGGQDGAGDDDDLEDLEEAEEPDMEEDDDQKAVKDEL
# NR2E3 ag-2: agonists of human NR2E3 nuclear receptor; actives 0.35% (n = 360,000); AID 602229; inhibition of corepressor binding, % at 3.98 µM; Q9Y5X4; CHO-S Gal4-NCOR/VP16-NR2E3 two-hybrid, luciferase;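 active = inhibition above the mean of all tested compounds plus 3 SD, cut at about 70% in these data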;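 also: 0% = DMSO with NR2E3 transfected cells and 100% = cells lacking NR2E3 construct; higher means lower luciferase signal from less NR2E3 corepressor binding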
# TRPM1 prom inh: reduces MITF-dependent TRPM1 promoter luciferase signal; SK-MEL-5 TRPM1 promoter luciferase, 24 h; inhibition, % at 12.5 µM; actives 0.83% (n = 330,000); AID 488899;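 active = mean inhibition across replicates of 60% or more, whatever share of single replicates reaches that level; inconclusive = some that reach 60%, reason not given; inactive = mean inhibition across replicates below 60%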; also: values of inactives mirror those of a sister screen read the other way
# Active calls of the source: *; ? = inconclusive; . = no result given.
SMILES,Exocytosis inh,iPSC survival up,NR2E3 ag-1,Peg3 promoter,aDG glyco up,CaV13 FRET inh,Vif imaging,HIF-2a inh,PDI inh,NR2E3 ag-2,TRPM1 prom inh
CCCn1c(SCC(=O)O)nc2ccccc21,2,1.6,1,13,0.1,-8,0,8,-71,0,5
COc1cccc(C(=O)NCC(C)(C)SCc2ccc(F)cc2)c1,-7,-0.6,0,12,0.1,-4,-3,16,0,-1,-1
CCN(CC(=O)Nc1c(F)cccc1F)C(=O)c1ccc(S(=O)(=O)N2CCCC2)cc1,4,-0.4,5,-9,-0.2,-4,19,16,-1,5,-13
COc1ccc(C(=O)N(Cc2ccc(N(C)C)cc2)C2CCS(=O)(=O)C2)cc1 (configuration not stated),2,-3.1,1,10,0.1,-4,4,15,-4,-16,9
O=C(Nc1cccc(F)c1)Nc1ccccn1,-1,-2.1,-1,-309,-0.1,-4,?,-259,10,-51,-35
Cc1nn(C)c(C)c1Sc1ccc(Br)cc1,-1,1.8,-3,0,0.1,.,-3,3,-4,1,6
CC/C(=N/NC(=O)c1ccccc1)c1ccc(OCCN2CCOCC2)cc1,3,0.3,1,-15,-0.2,-5,2,-26,-3,-82,-5
Cc1coc2c(O)cc3c(c12)OC1(N2CCCCC2)C(=O)NCCCC31 (configuration not stated),68*,-0.8,-3,24,1.7,-4,3,57*,9,-19,77*
COc1ccc(NC(=S)Nc2ccc(OCc3ccccc3)cc2)c(OC)c1,2,-1.0,-1,5,-0.2,-19,0,-34,-25,-18,7
CN(C)S(=O)(=O)N1CCN(Cc2ccccc2)CC1,-4,-0.9,5,10,0.1,-4,.,0,6,-18,10
Cc1c(NS(=O)(=O)c2ccc(F)cc2)c(=O)n(-c2ccccc2)n1C,-1,-0.5,9,1,0.1,-22,2,17,3,10,5
CC(=O)N(Cc1ccccn1)Cc1ccco1,-5,-0.4,1,-8,0.0,-5,-7,16,9,-13,1
COc1ccc(Oc2c(Cl)cnn(-c3ccc(F)cc3)c2=O)cc1,-12,-1.2,0,21,0.4,0,-2,11,-1,-5,19
S=C1NCCN1CC1CCN(CC2CCCC2)CC1,3,-1.7,.,-16,0.1,-4,?,2,3,-45,-6
COc1cc(OC)cc(C(=O)NCC(=O)OCc2nc3ccccc3s2)c1,-1,0.3,0,-195,-0.2,4,.,-226,-7,-87,-4
O=C(Nc1ccc(C(F)(F)F)cc1)c1cccnc1N1CCOCC1,-4,1.5,1,20,-0.2,-5,-14,4,-3,4,7
CCOC(=O)N1CCN(Cc2ccccn2)CC1,1,0.9,-1,6,0.1,-4,1,11,6,12,8
O=c1[nH]c(NCCO)nc2ncn(Cc3ccccc3)c12,3,1.4,2,8,0.6,-8,17,1,-11,3,13
O=C(Nc1cc(S(=O)(=O)N2CCOCC2)ccc1N1CCCC1)c1cc(=O)[nH]c2ccccc12,3,0.7,-3,11,-0.1,-15,14,14,-3,11,4
CCOC(=O)c1ccc(NC(=O)c2cc3c(s2)CCC3)cc1,2,-0.6,7,-133,0.2,-3,-1,-152,-4,-45,-53
Cc1cc(NS(=O)(=O)c2ccc(NC(=O)COc3ccc(Cl)c(C)c3)cc2)no1,-11,0.7,.,5,0.0,-18,-10,13,0,5,8
COc1cccc(-c2c(C(=O)N/N=C(\C)c3ccncc3)nnn2-c2nonc2N)c1,7,-0.2,0,8,-0.4,-5,5,10,3,3,-15
COc1ccccc1C1c2ccc3ccccc3c2Oc2ncn(CCN(C)C)c(=N)c21 (configuration not stated),46,-0.7,-2,103*,0.2,-4,4,-2,-1,-15,69*
CC(=O)c1c(C)nc2ccc(Br)cc2c1-c1ccccc1,19,-2.5,2,19,0.1,-7,-1,-37,-3,-12,-10
CCOc1cc(/C=N/n2cnnc2)cc(Br)c1O,-1,1.0,-1,4,0.0,-5,4,12,5,-17,1
Cc1oc(=O)c(NC(=O)c2ccccc2)cc1C(=O)c1ccccc1,75*,-3.7,-2,-255,-0.1,-5,2,-262,7,-58,-66
Cn1c(=O)[nH]c(=O)c2c1nc(N1CCOCC1)n2CCSc1nnnn1-c1ccccc1,2,0.2,2,-3,-0.1,6,-9,13,1,3,-4
Cc1ccccc1-c1cccc([C@@H]2C[C@H]3[C@H](CON3C)CN2Cc2cc(Cl)cc(Cl)c2)c1,5,0.6,.,22,0.0,-3,.,16,-3,-31,0
O=c1ccccn1Cc1ccccc1F,13,7.7,-2,7,0.7,.,-13,-21,-6,-26,-4
COc1cccc(N2CCN(C(=O)CN3C(=O)NC4(CCCC4)C3=O)CC2)c1,29,-0.5,-1,0,-0.3,-6,0,9,-4,-14,8
C#CC1CCCCC1NC(=O)Nc1cnccc1C(F)(F)F (configuration not stated),-5,0.8,2,3,0.0,-4,-5,19,1,-2,-2
COc1ccc(C(=O)Nc2ccnn2C2CCN(Cc3ccn[nH]3)CC2)cc1,8,-0.2,-1,0,0.2,-7,7,-5,7,6,0
COc1ccc(CCN(C)C(=O)c2c(C)nn(CC(C)C)c2Cl)cc1OC,-3,-0.4,-2,18,0.2,-2,17,11,1,-1,2
Cc1ccc(CNC(=O)c2ccc(C)c(S(=O)(=O)N3CCCCC3)c2)cc1,0,-0.4,0,1,-0.3,-11,0,9,18,7,2
O=C(CNc1cccc(C(F)(F)F)c1)N/N=C/C1CCCCC1,-3,-1.0,2,5,-0.4,-4,-1,6,-6,-27,-11
O=C(Nc1cccnc1N1CCOCC1)c1ccco1,-1,-1.9,1,3,0.0,-4,12,20,-9,-10,-2
COc1ccc(N(C)S(=O)(=O)c2cccc(C(=O)Nc3nc(C)cs3)c2)cc1,-1,0.5,1,10,-0.3,-2,-1,11,6,-1,-1
COc1ccc(-c2noc(CNC(=O)Nc3ccc(F)cc3)n2)cc1,-9,1.7,2,-6,0.6,3,5,4,4,31,6
Cc1cccc(NC(=O)CSc2nnnn2-c2cccnc2)c1,-1,2.8,2,8,-0.2,.,-3,4,5,-10,11
COC(=O)Cc1sc(-c2ccccn2)nc1-c1ccccc1,0,-0.3,1,-5,0.3,-3,-7,-8,21,-14,-4
Cc1ccccc1NC(=O)COC(=O)C1=COCCO1,1,-0.5,0,19,0.1,-3,15,13,2,-38,9
CC1=Nc2ccccc2/C1=C/c1sc(=N)n(-c2nccs2)c1O,27,0.2,3,18,-0.1,.,-109,16,5,76*,30
Cc1cccc2nc(CSc3nc4ccccc4[nH]3)cn12,3,1.4,3,-70,0.1,-6,.,-113,14,-43,-32
CC(C)(C)c1ccc(-c2cc(C(=O)NNC(=O)Nc3ccccc3)c3ccccc3n2)cc1,-3,-3.9,-1,-216,0.4,-5,8,-196,2,-69,-78
CCc1cccc(NC(=O)Cc2cn(C)c3ccccc23)c1,-2,2.0,1,0,0.0,-4,-13,-24,4,-23,1

# Copied from above for reference:
SMILES,Exocytosis inh,iPSC survival up,NR2E3 ag-1,Peg3 promoter,aDG glyco up,CaV13 FRET inh,Vif imaging,HIF-2a inh,PDI inh,NR2E3 ag-2,TRPM1 prom inh
CCCn1c(SCC(=O)O)nc2ccccc21,2,1.6,1,13,0.1,-8,0,8,-71,0,5
COc1cccc(C(=O)NCC(C)(C)SCc2ccc(F)cc2)c1,-7,-0.6,0,12,0.1,-4,-3,16,0,-1,-1
CCN(CC(=O)Nc1c(F)cccc1F)C(=O)c1ccc(S(=O)(=O)N2CCCC2)cc1,4,-0.4,5,-9,-0.2,-4,19,16,-1,5,-13

# The listing continues:
SMILES,Exocytosis inh,iPSC survival up,NR2E3 ag-1,Peg3 promoter,aDG glyco up,CaV13 FRET inh,Vif imaging,HIF-2a inh,PDI inh,NR2E3 ag-2,TRPM1 prom inh
CC(=O)NC(Nc1c(C)n(C)n(-c2ccccc2)c1=O)C(Cl)(Cl)Cl (configuration not stated),6,0.0,-1,13,0.2,-1,0,13,6,1,-3
CCn1cnc2c1c(=O)n(CC(=O)NN)c(=O)n2Cc1ccccc1,-1,-0.4,-1,-5,-0.2,-21,0,2,0,-19,2
CCNCc1ccc(OCc2ccccc2F)c(OC)c1,0,3.7,6,-47,-0.2,-3,.,-42,-8,1,-21
CC1(C)CC(=O)c2cc(OCC(=O)NCc3cccnc3)ccc2O1,0,1.6,-1,-2,-0.1,-6,-15,2,1,-22,16
O=C(Nc1ccccc1)C1=C[C@H](c2ccc3c(c2)OCO3)C[C@H](OCCCCO)O1,7,-3.5,-4,-150,0.2,-10,4,-179,3,-5,-28
COc1ccc2c(CC(=O)Nc3c(C)n(C)n(-c4ccccc4)c3=O)coc2c1,-1,-3.8,-4,1,-0.4,.,-3,13,6,-6,10
COc1ccc2oc(C(=O)OC(C)C(=O)NC3(C#N)CCCCC3)c(C)c2c1 (configuration not stated),2,-0.4,-2,14,3.7,-6,4,13,-1,-16,-3
O=C(NCc1ccccc1Cl)C1CCC(=O)N(C2CCCC2)C1 (configuration not stated),-9,1.9,-2,-19,-0.2,-7,-3,-14,-3,7,-5
CCn1ccc(=O)c2cc3c(cc21)OCO3,-6,-0.9,2,-87,-0.2,-6,-4,-4,3,1,10
COC(=O)CNC(=O)c1nn(-c2cccc(OC)c2)c(=O)c2ccccc12,12,4.0,0,7,0.0,0,-4,28,-6,-4,-4
CC1Sc2ccc(S(=O)(=O)CCC(=O)NC(C)c3ccccc3)cc2NC1=O (configuration not stated),-6,-0.5,1,4,0.0,-2,0,14,-9,-7,2
O=C1CCCc2c1nc(-c1cccc(Cl)c1)n2O,2,-1.3,6,0,-0.2,-12,0,-5,-5,1,-7
Cc1nc2sccn2c(=O)c1S(=O)(=O)NCC(C)c1ccccc1 (configuration not stated),-9,-0.7,-3,23,0.0,-6,15,1,.,-26,.
CCCCNC(=O)C1CCCN(S(=O)(=O)c2c(C)noc2/C=C/c2cccs2)C1 (configuration not stated),3,-0.3,2,12,0.5,-17,-2,12,2,1,3
Cn1nc(-c2ccc(Cl)cc2)c2cc(C(=O)NCCN3CCOCC3)sc21,-6,2.4,-2,5,0.1,-9,-6,6,-7,-4,18
CCCCc1c(-c2ccccc2OC)ncn1CCc1ccccc1OC,37,0.0,.,.,0.1,-10,.,-11,.,28,.
CCn1cc(C(=O)N[C@@H](CCSC)C(=O)NCCCO)c(=O)c2cc3c(cc21)OCO3,-1,0.8,-1,0,-0.1,-19,8,8,8,-2,-2
Cc1occc1C(=O)NC1CCCc2ccccc21 (configuration not stated),5,-1.8,-3,-25,0.0,-10,4,-20,-3,-9,6
CCCC(=O)N(CCc1ccc(OC)cc1)Cc1nc2ccccc2c(=O)[nH]1,11,-3.3,-1,11,-0.1,-7,-9,6,-17,2,5
COc1cc2c(=O)n(CC3CCCO3)c(=O)n(CC(=O)Nc3ccc(F)cc3F)c2cc1OC (configuration not stated),10,1.5,1,11,0.0,-6,3,4,-10,8,3
COc1ccc(-c2c(C#N)c(SCC(=O)Nc3ccccc3)nc3c2CCCC3)cc1,1,12,2,11,1.0,.,0,21,-2,7,-6
